Source: PubChem BioAssay (Broad Institute)
Casp6 inh: caspase-6 (human) enzyme inhibition; P55212; purified caspase-6, Z-VEID-R110 cleavage fluorescence; inhibition, % at 12.5 µM; 0.53% of 350,000 active; AID 686996;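 active means mean inhibition across replicates at least about 35%, with every replicate also reaching that limit, limit read from the data; inconclusive means only one of the two criteria met; inactive means neither criterion met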;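 further: 0% = median of neutral control wells and 100% = no fluorescence left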
Target sequence (P55212 24-179 limits assumed): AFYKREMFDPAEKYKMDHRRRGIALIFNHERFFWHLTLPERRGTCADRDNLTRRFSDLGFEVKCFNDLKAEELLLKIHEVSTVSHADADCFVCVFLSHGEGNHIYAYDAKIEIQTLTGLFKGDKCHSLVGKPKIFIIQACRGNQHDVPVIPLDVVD
Target sequence (P55212 194-293 limits assumed): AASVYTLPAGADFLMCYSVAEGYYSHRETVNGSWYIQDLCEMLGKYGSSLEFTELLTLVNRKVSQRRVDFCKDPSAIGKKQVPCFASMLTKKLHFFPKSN
EWS-Fli inh: EWS/Fli transcriptional activity inhibition; inhibition, % at 12.6 µM; 0.67% of 350,000 active; AID 651661; A673 NR0B1-luciferase reporter, viability-normalised;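 active means mean inhibition of at least 50% after viability correction, with every replicate also passing that limit; inconclusive means mean reaches 50% but only one of two replicates passes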;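 further: firefly luciferase signal divided by Alamar Blue viability fluorescence both relative to DMSO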
PGC1a acetyl inh: lowers PGC1a acetylation signal in U2OS cells. AlphaScreen anti-acetyl-lysine; with virally co-expressed GCN5 acetyltransferase. inhibition, % at 15.6 µM. 0.17% of 350,000 active;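 active means every replicate shows inhibition of at least 40%; inconclusive means mean inhibition at least 40% but some replicate below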;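 further: 0% = neutral control wells and 100% = positive control wells; some results beyond the cut were filed as inactive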
Cneo AK release: Cryptococcus neoformans lysis via adenylate kinase release; AID 651654; C. neoformans lysis, adenylate kinase release luminescence, 4 h; normalised: neutral wells 0, clomiphene wells 100; 0.2% of 360,000 active; lysis activity, % at 15 µM;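 active means mean lysis activity across replicates of at least 80%, whatever share of replicates individually reach that level; inactive means mean lysis activity below 80%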
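Test system: log-phase Cryptococcus neoformans yeast cells. Input: 5 × 10^6 yeast cells/mL. Medium: fresh YPD growth medium. Doses: single dose. Incubation: static 4 h at 37 °C with compound, 1 h detection. Measured by: luminescent adenylate kinase detection reagent. Read-out: signal increase indicating cell lysis. Benchmarks: Clomiphene.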
FN deposition inh: fibronectin deposition inhibition. inhibition, % at 12.6 µM. AID 743247. 0.086% of 350,000 active. AH1F fibroblasts, Alexa488-fibronectin deposition fluorescence, overnight;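 active means mean inhibition across replicates of 30% or more, regardless of how many single replicates reach that level; inconclusive means mean under 30% yet at least half of replicates reach 30%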;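 further: positive control wells lacked labelled fibronectin entirely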
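Material: AH1F fibroblasts assembling fluorescent fibronectin matrix; amount: 10000 AH1F cells/well; medium: DMEM, 2% serum; reagent: Alexa488-fibronectin, 24 nM final in well; dosing: single compound dose, delivered by pin transfer; incubation: 1 h adhesion, overnight exposure; detection: fluorescence after three HBSS washes, excitation 485 nm, emission 525 nm; measure: fibronectin deposition inhibition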
miR-122 sensor: inhibitors of miR-122 in Huh7 cells | Huh7 miR-122 Renilla luciferase sensor, 48 h; neutral wells = 0, positive control = 100 | activation (reporter increase), % at 12.5 µM | 0.3% of 340,000 active | AID 602342;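 active means mean replicate activation score at least 90 and every replicate individually at or above 90; inconclusive means only one of the two criteria met; inactive means neither criterion met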;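 further: higher luciferase means less miR-122 activity so hits act as miR-122 inhibitors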
LGR2 antag: Drosophila LGR2 receptor signaling inhibition; HEK293 LGR2, CRE-luciferase, bursicon-stimulated, 4 h; inhibition, % at 9.99 µM; 0.35% of 380,000 active;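 active means drop in luminescence signal, shown as inhibition above about 50% in the replicate tests, limit read from the data, passing the limit was not always enough; inconclusive means probably only some replicates passing the limit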;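 further: agonist challenge used bursicon conditioned medium at about half maximal strength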
PAX8 inh HTS: lowers PAX8-driven luciferase in RMG-I cells; AID 652154; inhibition, % at 12.6 µM; 1.2% of 360,000 active; RMG-I TPO-luciferase reporter, SteadyGlo, 24 h;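 active means mean replicate inhibition at least 60% with every replicate also reaching 60%; inconclusive means only one of the two criteria is met; inactive means mean below 60% and not all replicates reaching 60%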;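 further: luciferase light reporting Pax8 driven TPO promoter activity; plate controls were median of neutral control wells for no effect and mitoxantrone controls for full effect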
Active calls of the source: *; ? = inconclusive; · = not tested or not shown; & = joins results of further samples; [ ] = remark or other dose.

Each structure is followed by: Casp6 inh	EWS-Fli inh	PGC1a acetyl inh	Cneo AK release	FN deposition inh	miR-122 sensor	LGR2 antag	PAX8 inh HTS
1	COc1ccc(CNC(=O)CN2C(=O)COc3ccc(S(=O)(=O)NC4CCCC4)cc32)cc1
  -6	-7	-13	0	-1	5	-2	7
2	S=C(Nc1ccc2nsnc2c1)N1CCCCC1
  47*	-68	·	·	-5	·	-40	58
3	N#Cc1ccsc1NC(=O)C1=COCCO1
  7	-1	10	2	5	2	-9	0
4	O=c1c(Cl)c(NCC2CCCO2)cnn1C12CC3CC(CC(C3)C1)C2 (configuration not stated)
  3	11	1	-1	1	-3	-7	-1
5	C[C@@H]1CN([C@H](C)CO)C(=O)c2cc(NC(=O)NC3CCCCC3)ccc2O[C@@H]1CN(C)S(C)(=O)=O
  -4	1	3	-2	-1	3[16.7 µM]	27	-11
6	C[C@H](CO)N1C[C@H](C)[C@H](CN(C)Cc2ccc(Cl)c(Cl)c2)Oc2c(NS(=O)(=O)c3cn(C)cn3)cccc2C1=O
  0	4	-3	7	·	25[16.7 µM]	-7	-25
7	O=C(CCSc1nnc(-c2ccc(O)cc2)o1)N1CCOCC1
  2	-7	?	·	-14	·	-30	-27
8	O=C1N=c2ccccc2=C1c1sc(=S)n(-c2ccc(O)cc2)c1O
  -2	23	-13	1	9	6	37	47
9	Cn1nnnc1Sc1ncnc2scc(-c3ccc(Cl)cc3)c12
  0	46	37	0	11	-12	57*	57
10	NC(=O)NC(CC(=O)N1CCc2ccccc2C1)c1ccc(Cl)cc1 (configuration not stated)
  1	1	·	-1	-1	·	1	1
11	Cc1cc(C)nc(N2CCCC(C(=O)NCC(c3ccccc3)c3ccccc3)C2)n1 (configuration not stated)
  ·	·	-8	0	0	0	·	-9
12	C/C=C/c1ccc([C@@H]2[C@@H](CN(CC)C(=O)CC)N(S(C)(=O)=O)[C@H]2CO)cc1
  ·	-1	0	0	-10	21[16.7 µM]	15	2
13	Cc1ccc(-c2c(C(=O)O)c(C(=O)O)c3n2CSC3)cc1
  6	1	0	4	0	-3	-8	3
14	CC(C)c1c(C(=O)N/N=C/c2ccc3c(c2)OCO3)nnn1-c1nonc1N
  2	-35	-1	-2	-8	-4	-16	-22
15	CCCCCC(=O)NNC(=O)c1c(O)c2ccccc2n(CC)c1=O
  0	9	·	·	0	·	16	6
16	CCN(CC)S(=O)(=O)c1ccc(Cl)c(C(=O)NCCN2CCOCC2)c1
  2	9	2	2	-4	·	-9	24
17	CN(C)C(=O)C[C@H]1C=C[C@H](NC(=O)C2CCOCC2)[C@@H](CO)O1
  1	12	10	·	-3	·	-2	·
18	COc1cc(-c2nnc(COc3ccc(Cl)cc3C)o2)cc(OC)c1OC
  ·	·	-16	0	-6	6	·	-4
19	C[C@H](CO)N1C[C@H](C)[C@@H](CN(C)Cc2ccc(-c3ccccc3)cc2)OCc2cn(nn2)CCCC1=O
  ·	2	3	·	4	2[16.7 µM]	-16	2
20	CCOc1ccc(S(=O)(=O)N(CC)CC)cc1NS(=O)(=O)c1ccc(F)c(F)c1F
  1	7	·	·	-3	·	-11	35
21	CC1C(=O)N(Cc2cn(CCC3OCCO3)nn2)CCS(=O)(=O)N1Cc1ccc(-c2cccc(N(C)C)c2)cc1 (configuration not stated)
  13	11	6	6	-8	-1	-8	20
22	Cc1cc(SCC(=O)Nc2cccc(S(=O)(=O)N3CCOCC3)c2)nc2ccccc12
  1	1	·	·	-3	·	·	16
23	CCCCCCc1ccc(N2C[C@H](Cc3ccccc3)[C@@H](CC(=O)Nc3ccccc3)C2=O)cc1
  4	13	-10	0	0	11	6	10
24	Cc1c(CNC2CCC(C)CC2)c(C(=O)O)c(C)n1Cc1ccccc1 (configuration not stated)
  ·	·	1	·	-1	2	9	9
25	OCCCn1c(C2CCCN2c2nc(-c3ccc(Cl)cc3)cs2)nc2cc(C(F)(F)F)ccc21 (configuration not stated)
  ·	5	3	3	-2	3	8	1
26	O=C(O)Cc1ccc(NC(=O)c2cnccn2)cc1
  -2	6	6	1	8	0	15	-9
27	COCC(=O)N1C[C@H](C)[C@@H](OC)CN(C)C(=O)c2cc(NC(=O)c3cnccn3)ccc2OC[C@H]1C
  2	-3	-3	11	-9	·	-2	-21
28	COc1ccc(OC)c(C(=O)CN2CCN(S(=O)(=O)c3ccc(Br)cc3)CC2)c1
  ·	·	1	8	·	1	12	·
29	Cc1ccc(N2OC3C(=O)NC(=O)C3C2c2ccco2)cc1 (configuration not stated)
  0	-4	-15	1	-1	-3	14	18
30	Cc1ccc(OCc2nnc(SCc3nc4ccccc4[nH]3)n2Cc2ccco2)cc1
  ·	·	16	-1	·	4	-17	·
31	CCN(C[C@@H]1N[C@H](CO)[C@H]1c1ccc(-c2cccc(F)c2)cc1)C(=O)COC
  0	20	4	2	1	0[16.7 µM]	8	-28
32	CCS(=O)(=O)NCCc1csc(-c2ccccc2)n1
  ·	·	-7	1	·	-17	-29	·
33	COC(=O)C1=C(C)N(C)C(=NCC2CC2)NC1c1ccc(F)cc1 (configuration not stated)
  -2	-2	·	·	3	·	10	-17
34	O=C(NCCOc1ccccc1)C1C(=O)Nc2ccccc2C(=O)N1C1CCCCC1 (configuration not stated)
  0	-1	·	·	·	·	-8	-21
35	CN1CCN(C(=O)C2=C[C@H](c3ccc(Br)cc3)C[C@H](OCc3ccc(CO)cc3)O2)CC1
  1	0	-1	-16	·	·	·	-13
36	CCCNC(=O)N(C)C[C@@H]1Oc2cc(C#C[C@H](C)O)ccc2S(=O)(=O)N([C@H](C)CO)C[C@@H]1C
  1	-6	21	1	-6	5[16.7 µM]	-2	·
37	C=CCNc1ccc(N2C(=O)CCCC2=O)cc1[N+](=O)[O-]
  -2	-6	0	-1	5	-7	4	-20
38	CC(C)NS(=O)(=O)c1cc(C(=O)O)ccc1Cl
  -1	-6	4	3	-6	-2	·	-15
39	CCCN1CCN(C(=S)Nc2ccccc2C(F)(F)F)CC1
  -3	0	2	1	-9	0	1	8
40	COc1ccc2c3c([nH]c2c1)[C@@H](CO)N(C(=O)c1ccccn1)CC31CCN(C(=O)C2CCCCC2)CC1
  0	1	·	·	·	·	-15	-22
41	CCOc1cccc2cc(C(=O)N3CC(C)OC(C)C3)c(=O)oc12 (configuration not stated)
  -1	-7	-8	-1	5	1	-8	-2
42	Cc1ccc(NC(=O)Cc2c(O)c3ccccc3[nH]c2=O)c(C)c1
  0	-7	-11	-4	1	0	-21	7
43	CCCCN1C=C(C(=O)OCC)C(=O)CC1
  8	-12	6	-2	-1	-2	-2	-5
44	CO[C@@H]1CN(C)C(=O)c2ccc(NC(=O)C3CCC3)cc2OC[C@H](C)NC[C@@H]1C
  -2	0	·	1	8	0[16.7 µM]	15	-5
45	COc1ccccc1N1CCN(C(=O)C2CCN(S(=O)(=O)c3ccc(Cl)cc3)CC2)CC1
  1	·	-8	3	·	-2	4	·
46	Cc1ccc(OC(=O)N(C)C[C@@H]2OCc3cn(nn3)CCCC(=O)N([C@H](C)CO)C[C@@H]2C)cc1
  ·	-5	-1	·	-6	0[16.7 µM]	6	0
47	O=C(CCN1C(=O)C2C3C=CC(C4CC34)C2C1=O)Nc1ccc(Cl)cc1O (configuration not stated)
  2	·	-9	3	·	7	12	8
48	COc1ccc(Cc2nnc(NC(=O)c3cccc([N+](=O)[O-])c3)s2)cc1
  ·	·	-7	8	-1	-3	-15	-5
49	COC(=O)c1cccc2c1C(=O)c1cc([N+](=O)[O-])ccc1-2
  ·	15	·	-3	-5	·	-8	7
50	COc1ccc(-c2n[nH]c(=S)n2-c2ccc(Br)cc2)cc1OC
  6	18	7	-3	0	3	-4	14
51	C[C@H]1CCCCO[C@H](CN(C)S(=O)(=O)c2ccc(Cl)cc2)[C@@H](C)CN([C@@H](C)CO)C(=O)c2cc(NS(=O)(=O)c3ccc(F)cc3)ccc2O1
  2	14	-2	1	-7	-4[16.7 µM]	16	86*
52	COc1ccccc1-n1c(CCn2nc(C)c(Br)c2C)n[nH]c1=S
  1	3	·	·	1	·	0	5
53	C[C@H](CO)N1C[C@H](C)[C@H](CN(C)CC2CC2)OCCCC[C@H](C)Oc2ccc(NC(=O)C3CCCCC3)cc2C1=O
  2	·	-15	·	·	·	-8	2
54	CC(=O)Nc1cccc(OCC(=O)NS(=O)(=O)c2ccc(C)cc2)c1
  16	4	5	·	·	-5	8	·
55	Cn1c(N)c(C(=O)COC(=O)C2CCCCC2)c(=O)n(C)c1=O
  0	-1	2	8	·	-5	5	·
56	COCC#Cc1ccc([C@H]2[C@H]3CN(C(=O)C4CCC4)CC(=O)N3[C@H]2CO)cc1
  2	1	12	·	0	·	-6	1
57	Cc1ccc(NC(=O)CC(C)CC2=NS(=O)(=O)c3ccccc3N2)cc1 (configuration not stated)
  3	1	8	-3	-3	10	1	5
58	CC1CC(c2ccccc2)n2nc(N3C(=O)c4ccccc4C3=O)nc2N1 (configuration not stated)
  ·	·	-7	7	·	7	11	·
59	CC(=O)Nc1ccc(NC(=O)C(C)OC(=O)CCCc2c[nH]c3ccccc23)cc1 (configuration not stated)
  0	-3	·	-3	-3	·	-8	·
60	C[C@H](CO)N1C[C@H](C)[C@@H](CN(C)C(=O)Nc2ccc(C(F)(F)F)cc2)OCc2cn(nn2)CCCC1=O
  -1&4	-8&1&3	-4&2	1	-3&7	-3&0[16.7 µM]	-2&-6	-20&3
61	Cc1cc(C)c(NC(=O)C[N+](C)(C)CC(O)COc2cccc3ccccc23)c(C)c1 (configuration not stated)
  -18	0	7	·	·	-6	-8	0
62	CC(C)C(=O)Nc1ccc2c(c1)C(=O)N(C)[C@H]1CC[C@@H](CC(=O)NCc3ccccc3)O[C@H]1CO2
  0	-7	-2	-2	-36	17[16.7 µM]	-3	-5
63	NS(=O)(=O)c1ccc(S(=O)(=O)N2CCCC2)cc1
  ·	·	8	2	-3	-3	·	1
